From PubChem BioAssay
NLRP3 yeast inh – NALP3 inflammasome inhibitors in reconstituted yeast, primary screen, luminescence, uHTS; 330,000 tested, 0.39% active; Yeast reconstituted NLRP3/ASC/caspase-1, beta-gal luminescence, 24 h; AID 2825, 2010; inhibition, % at 10 µM;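 active = inhibition of 50% or more; inactive = inhibition below 50%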;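 also: plate controls were induced DMSO wells for no effect and uninduced yeast grown without galactose for full effect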
HKDC1 inhibitor – HKDC1 hexokinase inhibitors, primary screen, biochemical, fluorescence, uHTS; inhibition, % at 20 µM; recombinant HKDC1, G6PDH/diaphorase resazurin coupled fluorescence; 340,000 tested, 0.16% active; Q2TB90; AID 493160, 2011;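 active = inhibition above about 35% when tested at 20 µM, limit read from the data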;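 also: plate controls were DMSO wells with enzyme for no effect and DMSO wells lacking enzyme for full effect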
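Incubation: 90 min at room temperature in dark / Material: recombinant HKDC1 (HK5) hexokinase enzyme, produced in-house / Quantity: enzyme 5 µg/mL final / Compound: one dose of 20 µM, 1% DMSO / Reagent: glucose and ATP substrates / Buffer or medium: Tris pH 8.0 buffer with MgCl2, Tween-20, BSA, BME / Technique: resorufin fluorescence at 613 nm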
PfG6PD inh – PfG6PD enzyme inhibitors, primary screen, biochemical, fluorescence intensity, uHTS; PfGluPho enzyme, NADPH resazurin-diaphorase fluorescence; AID 504690, 2011; glucose-6-phosphate dehydrogenase-6-phosphogluconolactonase (Plasmodium falciparum 3D7); inhibition, % at 20 µM; 350,000 tested, 0.78% active;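 active = inhibition reaching at least a set limit at 20 µM in the primary screen, cut at about 59% in these data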;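 also: 0% = DMSO wells with substrate and 100% = DMSO wells lacking glucose-6-phosphate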
SENP7 inh – SENP7 protease inhibitors, primary screen, biochemical, luminescence, uHTS; AID 434973, 2010; recombinant SENP7, Z-RLRGG-aminoluciferin luminescence, 40 min; 330,000 tested, 1.5% active; inhibition, % at 5 µM;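 active = inhibition above about 50% at the single test dose, limit read from the data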;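 also: plate controls were DMSO with enzyme for no effect and no enzyme buffer wells for full effect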
Target sequence (Q9BQF6 706-1050 limits assumed): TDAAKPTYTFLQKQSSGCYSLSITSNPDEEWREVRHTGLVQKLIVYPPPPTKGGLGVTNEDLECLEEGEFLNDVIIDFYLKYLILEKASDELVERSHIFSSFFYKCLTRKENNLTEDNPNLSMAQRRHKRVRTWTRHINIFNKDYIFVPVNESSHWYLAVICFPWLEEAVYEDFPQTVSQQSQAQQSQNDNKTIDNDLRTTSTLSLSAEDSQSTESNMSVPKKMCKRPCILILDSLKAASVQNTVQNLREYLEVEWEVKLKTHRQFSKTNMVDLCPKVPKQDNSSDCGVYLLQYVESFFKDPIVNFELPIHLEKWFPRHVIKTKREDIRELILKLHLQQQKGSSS
SENP6 inh – SENP6 protease inhibitors, primary screen, biochemical, luminescence, uHTS | Sentrin-specific protease 6 (Homo sapiens), Q9GZR1 | 330,000 tested, 1.8% active | inhibition, % at 10 µM | AID 2599, 2010 | Recombinant SENP6 catalytic domain, aminoluciferin luminescence;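 active = inhibition above about 50% at the single tested dose, limit read from the data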;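 also: plate controls were DMSO wells with enzyme for no effect and DMSO wells lacking enzyme for full effect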
Target sequence (Q9GZR1 628-1112 limits assumed): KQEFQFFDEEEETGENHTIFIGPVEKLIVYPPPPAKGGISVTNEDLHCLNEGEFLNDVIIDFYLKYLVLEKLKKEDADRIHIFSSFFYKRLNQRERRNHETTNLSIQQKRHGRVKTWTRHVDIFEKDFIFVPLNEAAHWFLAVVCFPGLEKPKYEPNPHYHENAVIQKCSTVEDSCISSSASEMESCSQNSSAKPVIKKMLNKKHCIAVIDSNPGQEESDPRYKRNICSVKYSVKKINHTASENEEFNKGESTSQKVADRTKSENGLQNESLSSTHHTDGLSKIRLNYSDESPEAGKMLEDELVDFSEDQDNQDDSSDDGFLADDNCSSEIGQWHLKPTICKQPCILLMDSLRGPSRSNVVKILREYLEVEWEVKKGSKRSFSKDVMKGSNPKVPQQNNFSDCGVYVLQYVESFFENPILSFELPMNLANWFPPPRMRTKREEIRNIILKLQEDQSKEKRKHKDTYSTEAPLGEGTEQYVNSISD
SENP8 block-1 – human SENP8 protease inhibitors, primary screen, biochemical, fluorescence, Nedd8 protein substrate, uHTS | Sentrin-specific protease 8 (Homo sapiens), Q96LD8 | recombinant SENP8 | inhibition, % at 20 µM | 360,000 tested, 0.64% active | AID 602440, 2012; in the data active = inhibition mostly above about 40%, no sharp cut-off; inactive = mostly below about 27%
Target sequence (Q96LD8 whole entry, looked up): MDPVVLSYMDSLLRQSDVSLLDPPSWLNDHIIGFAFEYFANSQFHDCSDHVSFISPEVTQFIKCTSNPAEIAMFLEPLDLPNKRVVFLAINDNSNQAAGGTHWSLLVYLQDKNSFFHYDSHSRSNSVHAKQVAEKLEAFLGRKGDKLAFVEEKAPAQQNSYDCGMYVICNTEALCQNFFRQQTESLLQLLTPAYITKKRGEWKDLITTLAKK
Apaf1 inhib – inhibitors of human Apaf-1 apoptosome, primary screen, biochemical, DEVD-Rh110 fluorescence, uHTS. Apoptotic protease-activating factor 1 (Homo sapiens), O14727. reconstituted apoptosome caspase-3 activity. AID 489030, 2010. 330,000 tested, 0.71% active. inhibition, % at 20 µM; active = inhibition of at least 40% at 20 µM;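 also: plate controls were DMSO wells for no effect and DEVD-CHO caspase inhibitor wells for full effect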
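Assay system: Apoptosome proteins | Medium: pH 7.5 Hepes buffer with CHAPS, BSA, DTT | Also added: Cytochrome c and DEVD-Rh110 substrate | Times: 30 min plus 50 min, RT | Detection: Rhodamine 110 fluorescence at Ex 480/Em 540 nm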
SENP1 FRET inh – human SENP1 catalytic domain inhibitors, primary screen, biochemical, FRET, uHTS | Sentrin-specific protease 1 (Homo sapiens), Q9P0U3 | AID 624204, 2012 | inhibition, % at 10 µM | 360,000 tested, 0.21% active | recombinant SENP1 catalytic domain, CyPet-SUMO1-YPet FRET cleavage;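 active = inhibition at least 30% at 10 µM, raw YFP signal under a set limit, fluorescence ratio 0.5 to 1.5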;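 also: 0% = enzyme with DMSO and 100% = no enzyme wells; some results filed as inactive read as strong as hits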
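material = recombinant human SENP1 catalytic domain, His6-tagged | quantity = 20 pM enzyme | reagent = 25 nM SUMO1 FRET substrate | compound dosing = 10 µM single point, 0.5% DMSO | timing = 50 min enzyme reaction, room temperature, light-protected | detection = FRET, CFP and YFP emission | control set = no-enzyme low, enzyme-DMSO high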
SENP8 block-2 – SENP8 protease inhibitors, primary screen, biochemical, luminescence. Sentrin-specific protease 8 (Homo sapiens), Q96LD8. AID 2540, 2010. inhibition, % at 10 µM. 330,000 tested, 1.2% active. purified SENP8, Z-RLRGG-aminoluciferin cleavage; in the data active = inhibition above about 50%
Numbers without * were called inactive; i = inactive; · = not tested or not shown. Compounds as they come; any-hit rate near 4.1%.

SMILES	NLRP3 yeast inh	HKDC1 inhibitor	PfG6PD inh	SENP7 inh	SENP6 inh	SENP8 block-1	Apaf1 inhib	SENP1 FRET inh	SENP8 block-2
Cc1nc(SCC(=O)NCC2CCCO2)[nH]c(=O)c1C (stereo not drawn)	17	-1	14	-12	-3	7	1	2	-6
CCCCN(CCCC)Cc1ccc(C(=O)NNC(=O)Nc2ccc(F)cc2)o1	13	-2	7	0	0	23	0	3	-1
O=C(NNC(=S)NC(=O)c1ccccc1)c1ccc(O)cc1	22	-10	6	-3	-29	18	1	2	-12
Cc1ccc(NC(=O)CCSCCc2ccccn2)cc1	-8	-4	10	-3	-15	15	-18	1	-1
CCCCNC(=O)c1onc(CSc2ccccc2CC)c1C(=O)O	8	-2	10	-10	-10	12	-2	2	-11
CCOC(=O)/C(C#N)=C1/C=C(C)c2ccccc2N1	4	9	-4	-3	-18	-172	13	-30	-8
O=C(NCc1ccc2[nH]c3c(c2c1)CCCC3)c1ccc(S(=O)(=O)N2CCOCC2)cc1	4	3	5	-1	-14	14	11	-31	-3
COc1cccc(OC)c1Oc1ccc(C(F)(F)F)cn1	15	-7	16	3	-9	10	-25	1	-5
Cc1ccnc(NC(c2ccccn2)c2c(C)[nH]c3ccccc23)c1 (stereo not drawn)	12	13	23	3	-6	8	4	5	-3
CC1CCN(C(=O)CN2C(=O)COc3ccc(Cl)cc32)CC1	13	-9	-16	-7	-19	10	7	0	-14
CCCCn1c(=O)cc(O)c2ccccc21	16	3	4	0	11	18	7	0	2
CCOc1ccc(NC(=O)c2cccc(S(=O)(=O)Nc3c(C)n(C)n(-c4ccccc4)c3=O)c2)cc1	·	-2	-6	·	·	10	·	1	·
CC(=O)n1cc([C@@H]2C=C(C(=O)NCc3ccccc3)O[C@H](OCCCCO)C2)c2ccccc21	89*	-2	13	0	4	-186	25	-22	12
COc1ccc(CN(C)C(=O)c2cccc(NS(=O)(=O)c3ccccc3)c2)cc1F	14	-4	2	-3	-10	4	9	-2	-14
COc1ccc(C2=NOC3(CC(=O)N(c4ccc(C)cc4)C3=O)C2)cc1 (stereo not drawn)	2	-1	8	-2	5	5	-12	3	5
COc1ccc(F)cc1S(=O)(=O)n1cc(C)nc1-c1ccccc1	16	-1	-9	4	-10	18	-3	3	-5
O=C(COC(=O)c1ccc(F)cc1Cl)NCc1ccco1	14	1	-7	-4	-14	5	9	-1	4
O=C1NC[C@H](Cc2ccccc2)N(CC2CCN(CCc3ccc(-c4ccccc4)cc3)CC2)C1=O	·	-3	8	·	·	9	·	-1	·
CN(C)C(=O)c1nc(C#N)c(N(C)C)o1	5	-7	4	-14	-22	0	-18	1	-4
Cc1ccc(NC(=S)NC(NC(=O)N(C)C)C(Cl)(Cl)Cl)cc1 (stereo not drawn)	2	-7	4	0	-3	2	0	0	5
COc1ccccc1CN1CCN(Cc2ccc3ccccc3c2)CC1	19	-2	17	-7	11	13	1	2	0
O=C1CNC(=O)/C(=C/c2cccs2)N1	9	-5	-9	1	9	12	10	7	2
Cc1onc(-c2ccccc2Cl)c1C(=O)NCc1ccccc1	8	-9	-2	2	-1	16	-17	1	4
O=C(Nc1nc(-c2ccc(Oc3ccccc3)cc2)cs1)C1=COCCO1	23	-4	17	8	1	-18	5	2	-11
Cc1ccnc(NC(=O)C(C)n2cc([N+](=O)[O-])cn2)c1 (stereo not drawn)	26	2	-12	8	15	6	2	1	0
CC(C)c1nnc(NC(=O)CSc2ccccc2)s1	19	-7	-1	7	4	14	-1	0	-3
COc1cccc(C2N(c3cccc(Cl)c3)C(=O)C3CCCN32)c1OC (stereo not drawn)	7	-1	-6	2	5	11	-2	0	7
O=c1c2ccccc2c2ccccc2c(=O)n1Cc1ccco1	-30	-1	7	0	-16	19	0	0	-1
Cc1ccc(N(CC(=O)NC2CCC(C)CC2)S(=O)(=O)c2cccnc2)cc1 (stereo not drawn)	14	-5	14	-1	9	8	7	0	3
Cn1nnnc1SCC(=O)N1CCCc2ccccc21	-4	1	-16	1	11	10	-8	0	5
COC(=O)CCCC1=CC2=C(c3ccccc3)C(=O)C(C)(OC(=O)C3CCCC3)C(=O)C2=CN1Cc1ccc(OC)cc1 (stereo not drawn)	19	9	15	5	3	11	21	-14	-3
CCNS(=O)(=O)c1ccc(NC(=O)Nc2cccc(C(F)(F)F)c2)cc1	2	-4	23	0	1	20	8	1	0
FC(F)(F)c1cccc(NC(=S)Nc2ccc(Cl)c(Cl)c2)c1	5	10	14	-5	5	5	-1	9	3
Cc1c[n+]([O-])ccc1[N+](=O)[O-]	·	-7	23	·	·	19	·	2	·
N#Cc1c(Nc2ccccc2C(F)(F)F)s[nH]c1=O	2	-3	50	1	-7	7	-2	-8	-5
CC(C)C(c1nnnn1CCc1ccccc1)N1CCC(C(N)=O)CC1 (stereo not drawn)	19	-5	-5	-3	11	18	-4	2	-1
Cc1ccccc1-n1c(-c2csc3ccccc23)n[nH]c1=S	8	-7	34	-5	-12	-169	13	3	-6
Cc1nn(Cc2ccccc2)c(Cl)c1C(=O)OC1CCOC1=O (stereo not drawn)	-2	-4	-4	-4	-6	11	-2	0	-3
CC1CCCC(C)N1/N=C/c1ccc(C(=O)O)cc1 (stereo not drawn)	8	-4	5	1	5	27	-22	1	-4
COc1ccccc1NC1=C(Cl)C(=O)OC1OC(=O)c1ccco1 (stereo not drawn)	14	-4	24	6	5	2	-4	0	-3
COc1cc2c(cc1OC)C(C)N(C(=O)Cc1ccc(C(F)(F)F)cc1)CC2 (stereo not drawn)	20	-1	11	4	9	-18	9	-11	5
NCCCCc1cn(CC(=O)N2CCNCC2)nn1	-2	0	-17	-7	-15	6	-5	5	-5
Cc1c(NS(C)(=O)=O)c(=O)n(-c2ccccc2)n1C	-3	-3	-5	0	-5	7	-6	2	9
COc1cc(N)ccc1-c1cc2ccccc2oc1=O	17	5	9	-5	12	-82	8	-2	-8
CC(NC(=O)CN(C)Cc1cccc(F)c1)c1ccccc1 (stereo not drawn)	7	-3	-10	-3	-19	9	2	-1	-5
Cc1ccc(NC(=O)NC(=O)N(C(C)C)S(=O)(=O)c2ccc(C)cc2)cc1	5	-4	-13	5	0	21	-10	3	-2
Clc1ccc(Cn2ncc3c(NCc4cccnc4)ncnc32)cc1	21	-4	1	-11	6	13	7	0	-1
O=C(COc1cc(Cl)c(Cl)cc1Cl)NCCc1ccccn1	25	-4	4	-5	-3	13	-13	2	-2
CCOC(=O)C1=C(C)C(c2ccccc2)NC(=S)N1 (stereo not drawn)	15	-12	9	5	21	15	-3	0	3
CCN(CC)S(=O)(=O)c1ccc(OC)c(NC(=O)c2cc(C)on2)c1	-3	-5	-10	-11	6	5	-3	3	-5
CCCNS(=O)(=O)c1cccn1-c1ncc(C(F)(F)F)cc1Cl	1	-2	-2	1	4	7	17	-1	-2
C[C@H]1COC(=O)[C@@H](NC(=O)OCC2c3ccccc3-c3ccccc32)C/C=C\C[C@H](CC(=O)NCCO)C(=O)N1	5	2	9	-12	10	-1	0	0	-7
CCOc1ccc(NC(=O)CN2C(=O)COc3ccc(S(=O)(=O)N4CCCCC4)cc32)cc1	18	-2	-2	9	-9	8	1	3	4
COc1ccccc1N(CCOc1ccccc1)S(=O)(=O)c1ccccc1	-5	-1	1	-4	2	12	20	1	-9
CCn1c(C)nc2cc(C(=O)OC)ccc21	13	-8	-18	-4	-11	11	-3	0	-4
CCOC(=O)c1c(C)[nH]c(C(=O)C(C)Sc2ccc(Cl)cc2)c1C (stereo not drawn)	-9	-9	-9	1	14	22	18	0	4
COc1ccccc1/C=C/c1nc(C#N)c(N(C)C)o1	20	-1	3	30	57*	i	0	-26	46
CN(CC(=O)Nc1sccc1C(N)=O)S(=O)(=O)c1ccc(Cl)cc1	18	1	44	11	-2	-10	7	-11	2
CCCCn1c(N)c(N(CCOC)C(=O)c2cc(S(=O)(=O)N3CCOCC3)ccc2F)c(=O)[nH]c1=O	18	-1	-16	3	-12	4	4	-3	-3
COc1ccc(OC)c(NC(=O)CCN2CC(C)OC(C)C2)c1 (stereo not drawn)	-13	4	1	-1	-17	28	-1	-1	8

Continued:
SMILES	NLRP3 yeast inh	HKDC1 inhibitor	PfG6PD inh	SENP7 inh	SENP6 inh	SENP8 block-1	Apaf1 inhib	SENP1 FRET inh	SENP8 block-2
FC(F)(F)c1cccc(NCc2n[nH]c(=S)n2C2CCCCC2)c1	30	-2	20	5	-19	11	5	2	0
O=C(c1cccc(Cl)c1)N1CCC(=O)N(C(COCc2cccc(Cl)c2)Cc2ccccc2)CC1 (stereo not drawn)	-2	2	21	1	3	6	32	2	-5
CCn1c(=O)n(CC)c2cc(N3CCCC3)c(NC(=O)c3ccc(C)cc3)cc21	15	5	41	3	7	-28	5	0	9
COc1ccc2[nH]c(C(=O)N(C)c3ccc(F)cc3F)cc2c1	-1	6	-12	3	-4	-25	-3	1	1
CCN1C(=O)c2cccc3c(S(=O)(=O)N(C(C)=O)c4ccc(OC(C)=O)cc4)ccc1c23	17	14	17	2	4	i	11	-15	-4
CCOc1ccccc1C1CC(c2cccc(NS(C)(=O)=O)c2)=NN1C(=O)c1ccccc1 (stereo not drawn)	-1	-10	-10	-6	-15	14	10	1	4
COc1ccc(C(=O)OCC(O)COC(=O)c2ccc(OC)cc2)cc1	31	-1	12	7	5	8	7	0	2
CCCC(=O)c1ccc(N2CCCCCC2)c(F)c1	33	-5	7	-7	8	-42	20	1	-7

Five entries from above, set out differently.
Below each compound – NLRP3 yeast inh | HKDC1 inhibitor | PfG6PD inh | SENP7 inh | SENP6 inh | SENP8 block-1 | Apaf1 inhib | SENP1 FRET inh | SENP8 block-2
- FC(F)(F)c1cccc(NCc2n[nH]c(=S)n2C2CCCCC2)c1
  30 | -2 | 20 | 5 | -19 | 11 | 5 | 2 | 0
- O=C(c1cccc(Cl)c1)N1CCC(=O)N(C(COCc2cccc(Cl)c2)Cc2ccccc2)CC1 (stereo not drawn)
  -2 | 2 | 21 | 1 | 3 | 6 | 32 | 2 | -5
- CCn1c(=O)n(CC)c2cc(N3CCCC3)c(NC(=O)c3ccc(C)cc3)cc21
  15 | 5 | 41 | 3 | 7 | -28 | 5 | 0 | 9
- COc1ccc2[nH]c(C(=O)N(C)c3ccc(F)cc3F)cc2c1
  -1 | 6 | -12 | 3 | -4 | -25 | -3 | 1 | 1
- CCN1C(=O)c2cccc3c(S(=O)(=O)N(C(C)=O)c4ccc(OC(C)=O)cc4)ccc1c23
  17 | 14 | 17 | 2 | 4 | i | 11 | -15 | -4
